KCNQ1 act = potentiates or activates the human KCNQ1 potassium channel; actives 0.35% (n = 310,000); P51787; B-score at 10 µM; CHO-K1 KCNQ1, thallium flux FluxOR fluorescence; stronger effect = higher value;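 active = fluorescence ratio B-score, a plate-corrected score, at least three library SD, with initial intensity B-score within 5 SD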
Target sequence (P51787 whole entry, looked up): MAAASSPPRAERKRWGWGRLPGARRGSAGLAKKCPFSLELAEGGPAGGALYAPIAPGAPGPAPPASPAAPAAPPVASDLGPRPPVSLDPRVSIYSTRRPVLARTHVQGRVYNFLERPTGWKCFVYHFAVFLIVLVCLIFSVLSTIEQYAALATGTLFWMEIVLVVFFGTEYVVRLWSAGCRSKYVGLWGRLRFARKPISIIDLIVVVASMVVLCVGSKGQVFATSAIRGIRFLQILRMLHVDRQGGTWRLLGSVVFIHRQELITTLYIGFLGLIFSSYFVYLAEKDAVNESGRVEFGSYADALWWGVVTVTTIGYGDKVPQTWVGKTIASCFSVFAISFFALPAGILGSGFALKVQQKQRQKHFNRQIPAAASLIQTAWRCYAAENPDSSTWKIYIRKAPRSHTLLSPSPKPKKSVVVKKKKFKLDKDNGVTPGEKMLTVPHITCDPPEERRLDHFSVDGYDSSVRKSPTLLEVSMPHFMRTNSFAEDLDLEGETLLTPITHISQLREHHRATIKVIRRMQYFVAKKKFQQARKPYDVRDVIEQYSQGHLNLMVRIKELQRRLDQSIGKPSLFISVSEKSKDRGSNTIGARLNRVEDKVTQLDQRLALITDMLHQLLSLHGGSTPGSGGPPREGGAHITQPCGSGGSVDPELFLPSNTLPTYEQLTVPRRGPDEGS
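Doses: Single concentration per compound, DMSO matched to controls | Test system: KCNQ1-transfected CHO-K1 cells | Timing: 90 min dye loading and 20 min compound exposure, both at room temperature | Measured by: Kinetic FluxOR thallium fluorescence, 10-s 1-Hz baseline, 110-s post-stimulus read | Medium: Assay buffer with matched DMSO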
RGS4 pot = RGS4 potentiation or activation | HEK293 M3R/inducible RGS4, carbachol calcium flux Fluo4; stronger effect = lower value | B-score at 10 µM | actives 0.92% (n = 310,000);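 active = B-score of the integrated calcium signal more than 4 SD below the library mean, with starting fluorescence not abnormally high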;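 also: negative B-score means reduced calcium response which marks RGS4 activation or potentiation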
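Test system: HEK293 cells with stable M3R and inducible RGS4; also added: carbachol at ECmax as muscarinic agonist stimulus; schedule: dye loading 30 min 37 °C, buffer rest 30 min RT; technique: kinetic calcium fluorescence imaging with Fluo4-AM dye, 2 µM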
KCNK9 block = blocks the human KCNK9 two-pore domain potassium channel | actives 1.2% (n = 310,000) | B-score at 10 µM | HEK293 KCNK9, FluxOR thallium flux fluorescence; stronger effect = lower value | Q9NPC2;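 active = ratio B-score over 3 SD below the library mean, with starting fluorescence within 5 SD of its mean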;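 also: negative B-score means less thallium flux so channel inhibition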
Target sequence (Q9NPC2 whole entry, looked up, the tested form may be a part): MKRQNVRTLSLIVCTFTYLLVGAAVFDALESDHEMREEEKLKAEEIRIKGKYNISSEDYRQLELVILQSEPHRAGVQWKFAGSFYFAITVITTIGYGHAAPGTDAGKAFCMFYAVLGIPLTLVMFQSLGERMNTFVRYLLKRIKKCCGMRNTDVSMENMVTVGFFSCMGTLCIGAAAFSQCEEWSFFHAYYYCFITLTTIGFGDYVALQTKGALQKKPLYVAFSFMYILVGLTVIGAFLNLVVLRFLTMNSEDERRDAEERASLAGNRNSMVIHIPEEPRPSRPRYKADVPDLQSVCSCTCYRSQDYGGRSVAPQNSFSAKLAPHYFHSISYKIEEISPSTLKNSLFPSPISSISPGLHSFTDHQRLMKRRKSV
hERG rescue = shields human hERG channel from block by proarrhythmic agents; Q12809; CHO-hERG, FluxOR thallium flux, dofetilide IC70 present; activation (rescue from dofetilide block), less the hit threshold, % at 10 µM; actives 0.51% (n = 310,000);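 active = activation above the mean of controls blocked by dofetilide plus 5 SD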;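 also: thallium influx through hERG after potassium depolarization seen as dye fluorescence rise; in these data hits start at about 4.7%; inactives centre near -7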
KCNK3 inh = human KCNK3 channel inhibition, primary screen; O14649; CHO-KCNK3 thallium flux, FluxOR fluorescence; stronger effect = lower value; B-score at 10 µM; actives 0.84% (n = 340,000);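 active = B-score under library mean minus 4 SD, starting fluorescence ratio at most library mean plus 5 SD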;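 also: more negative B-score means stronger inhibition of thallium flux through KCNK3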
PolyA inhibitor = blocks polyadenylation in yeast reporter cells; actives 0.02% (n = 300,000); S. cerevisiae SKY197-pL101 polyadenylation reporter, beta-gal luminescence; efflux-impaired pdr1/pdr3 knockout yeast; score 100 = 6 SD above DMSO; calls only at 12 µM;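 active = lowest replicate activity score at least 50, where 100 means six control SD above control mean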;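 also: yeast exposed to compound for 9 h at 30 °C; higher score means more reporter readthrough which indicates perturbed polyadenylation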
DYRK1A inh = blocks rat Dyrk1A kinase activity; Q63470; ADP-Glo luminescence, NFATc1 peptide; inhibition, % at 12.5 µM; actives 0.43% (n = 310,000); in the data active = inhibition above about 50%;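 also: plate controls were vehicle with enzyme for no effect and no enzyme for full effect; many of its hits are not listed in these tables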
GSK3 alpha inh = blocks human GSK-3 alpha kinase. P49840. ADP-Glo luminescence, 60 min. inhibition, % at 10 µM. actives 0.1% (n = 320,000). AID 2650;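 in the data active = inhibition above about 50%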;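 also: GST-tagged GSK-3 alpha with peptide substrate and 25 µM ATP; 0% = DMSO neutral wells and 100% = GW8510 positive control wells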
GSK3B inh = inhibitors of human GSK3beta kinase. P49841. actives 0.038% (n = 300,000). GST-GSK3beta kinase, ADP-Glo luminescence, 60 min; stronger effect = lower value. AID 2097. activity score (negative = inhibition), % at 10 µM;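 active = more than half of replicate wells score below -50%, meaning over 50% inhibition versus plate controls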;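 also: 0% = median DMSO wells and -100% = median GW8510 positive control wells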
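Test system – GST-tagged human GSK3beta kinase, cell-free · Incubation – 60 min enzyme reaction, room temperature · Signal – ADP-Glo luminescence · Also added – peptide substrate and ATP at 25 µM · Controls – DMSO neutral wells and GW8510 at 20 µM as positive · Buffer or medium – Tris/MgCl2 kinase buffer · Measure – Luminescence-derived activity versus plate DMSO and GW8510 wells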
RGS4 block = inhibitors of human RGS4 | HEK293 M3R/RGS4 inducible, Fluo-4 calcium flux; stronger effect = higher value; triggered by carbachol at its EC20 | B-score at 10 µM | actives 0.45% (n = 310,000) | AID 463165;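 active = B-score, a plate-corrected calcium signal, over three deviations above library mean, with baseline fluorescence within five deviations of library mean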;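 also: RGS4 expression induced by doxycycline in cells with stable M3 receptor; B-score is computed from the integrated fluorescence ratio over baseline after carbachol; higher B-score means a larger calcium signal and so more RGS4 inhibition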
KCNQ1 inh = human KCNQ1 channel inhibition; CHO-K1 KCNQ1, FluxOR thallium flux fluorescence; stronger effect = higher value; B-score at 10 µM; actives 1.3% (n = 310,000);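 active = compounds whose thallium flux B-score, printed positive for inhibition, exceeds three library SD while starting fluorescence stays within three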;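 also: channel opened by potassium depolarization with thallium stimulus after 20 min compound exposure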
An asterisk follows results filed as active; i = inactive; · = no result given. A portion of the library, so the mix of outcomes need not match the whole.

SMILES | KCNQ1 act | RGS4 pot | KCNK9 block | hERG rescue | KCNK3 inh | PolyA inhibitor | DYRK1A inh | GSK3 alpha inh | GSK3B inh | RGS4 block | KCNQ1 inh
O=c1[nH]n(-c2ccc(Cl)cc2)c(=O)c(Cl)c1Cl | i | i | i | -9 | i | i | · | -3 | 1 | i | i
O=C(CN1CCOCC1)Nc1scc2c1c(=O)oc1ccccc12 | i | i | i | -17 | i | i | · | 0 | 0 | i | i
O=C(Cc1ccc(Br)cc1)N1CCOCC1 | i | i | i | -4 | i | i | 1 | 0 | -2 | i | i
Nc1nc(N)c(Cc2ccc(Cl)cc2Cl)c(N)n1 | i | i | i | -11 | i | i | -1 | 0 | -2 | i | i
Cc1ccc2c(CN3CC(C)CC(C)C3)cc(=O)oc2c1C (configuration not stated) | i | i | i | -9 | i | i | 17 | -4 | 3 | i | i
Cc1ccc(Nc2cccc(C(F)(F)F)c2)nn1 | i | i | i | -8 | i | i | 4 | -1 | -3 | i | i
CC(NC(=O)c1cc2ccccc2oc1=O)c1ccc(O)cc1 (configuration not stated) | i | i | i | -2 | i | i | 1 | -1 | 0 | i | i
CCOc1ccc(CCNC(=O)C(C)n2nc(C)n3c(cc4occc43)c2=O)cc1OCC (configuration not stated) | i | i | i | -14 | i | i | 0 | 2 | 5 | i | i
Cc1ccnc(NC(=O)CCC(=O)N(CC(=O)NC2CCCCC2)Cc2cccs2)c1 | i | i | i | -8 | i | i | 1 | -2 | 2 | i | i
CC1(C)CCN(Cc2ccccc2)C1CC#N (configuration not stated) | i | i | i | -15 | i | i | -3 | 1 | -1 | i | i
Cc1ccc(NC(=O)CN(C)C(=O)COc2cccc3cccnc23)cc1 | i | i | i | -3 | i | i | -1 | -2 | 1 | i | i
CC(=O)c1ccc(OCC(=O)N2CCCC(Nc3ccc(C)c(C)c3)C2)cc1 (configuration not stated) | i | i | i | -10 | i | i | -3 | 1 | -3 | i | i
CCOc1cc(C(=O)NC(=S)Nn2cnnc2)cc(OCC)c1OCC | i | i | i | -4 | i | i | 0 | -2 | 3 | i | i
COc1cc(C(=O)OC(C)CN2C(C)CCCC2C)cc(OC)c1OC (configuration not stated) | i | i | i | -3 | i | i | 7 | -5 | -1 | i | i
Clc1ncc(CN2CCN(c3ccccc3)CC2)s1 | i | i | i | -3 | i | i | 4 | -1 | -4 | i | i
COc1ccc(C(=O)NCc2nnc(SCC(=O)Nc3ccccc3F)o2)cc1 | i | i | i | -9 | i | i | 0 | 0 | 2 | i | i
O=[N+]([O-])c1cc(-c2ccc(/C=N\n3cnnc3)o2)cc([N+](=O)[O-])c1 | i | i | i | -2 | i | i | 0 | -2 | -2 | i | i
CCCCN(C)C(=O)c1cn(CC)c2ccc(S(=O)(=O)N(C)C)cc2c1=O | i | i | i | -11 | i | i | 12 | -3 | -1 | i | i
CC(C)(C)NC(=O)C(c1cccs1)N(C(=O)c1csnn1)c1cccc(F)c1 (configuration not stated) | i | i | i | -7 | i | i | -4 | -2 | -1 | i | i
COCC(=O)Nc1ccc(S(=O)(=O)N2CCCC2)cc1 | i | i | i | -2 | i | i | -5 | 0 | 2 | i | i
Nc1nccnc1C(=O)OCc1nc2sc3c(c2c(=O)[nH]1)CCCC3 | i | i | i | -17 | i | i | · | -1 | 3 | i | i
COc1ccc(S(=O)(=O)Nc2c(C)ccc3nsnc23)cc1OC | i | i | i | -3 | i | i | 1 | · | -1 | i | i
C/C(=N\Nc1ccc(Cl)c(C(=O)O)c1)c1ccc(N2CCOCC2)cc1 | i | i | i | -13 | i | i | 2 | 9 | 3 | i | i
COc1ccc(OCC(=O)NNC(=O)C(=O)Nc2ccc(C)cc2)cc1 | i | i | i | 3 | i | i | -3 | 3 | 4 | i | i
Cc1ccc2occ(C(c3nnnn3C3CCCC3)N3CCN(C(=O)c4ccco4)CC3)c(=O)c2c1 (configuration not stated) | i | i | i | -9 | i | i | · | -1 | -1 | i | i
Cc1cc(C)n2nc(C(=O)Nc3ccc4c(c3)OCO4)nc2n1 | i | i | i | -6 | i | i | -4 | -2 | -5 | i | i
NS(=O)(=O)c1ccc(CCNC(=O)CN2C(=O)c3ccccc3S2(=O)=O)cc1 | i | i | i | -3 | i | i | 3 | -3 | -1 | i | i
Cc1cc(OC(F)F)ccc1NC(=S)NC1CCCC1 | i | i | i | -10 | i | i | -1 | -3 | 2 | i | i
CCOCCCNC(=O)c1c[nH]c2cc(OC)ccc2c1=O | i | i | i | -4 | i | i | -8 | -4 | 5 | i | i
Cc1nnc(N(C)C(=O)c2cccnc2)s1 | i | i | i | -7 | i | i | 16 | -2 | 4 | i | i
C=C(C)[C@@H]1CC[C@]2(C(=O)O)CC[C@]3(C)C(CCC4[C@@]5(C)CC[C@H](O)C(C)(C)C5CC[C@]43C)C12 (some centres not stated) | i | i | i | -1 | i | i | -15 | -1 | 2 | i | i
Cc1ccc(C)c(NC(=O)CN(C)C(=O)Cn2c(=O)oc3ccccc32)c1 | i | i | i | -16 | i | i | -2 | -2 | 1 | i | i
O=C(CCN1C(=O)/C(=C/c2ccc(F)cc2)SC1=S)NC1CCS(=O)(=O)C1 (configuration not stated) | i | i | i | -5 | i | i | · | -4 | 0 | i | i
CCOC(=O)C1CCCN(c2nc3ccccc3nc2C(C#N)C(=O)OC(C)COC)C1 (configuration not stated) | i | i | i | -7 | i | i | -2 | 0 | 1 | i | i
COc1ccc(C)cc1S(=O)(=O)Nc1ccncc1 | i | i | i | -13 | i | i | -1 | -2 | 2 | i | i
Cc1cccc(C(=O)OCc2cnc(Cl)s2)c1 | i | i | i | -5 | i | i | 5 | -2 | 0 | i | i
CC(C)Nc1nc(NC(C)C)nc(Nn2cnnc2)n1 | i | i | i | -6 | i | i | 2 | -3 | 2 | i | i
O=C(CSc1nc2ncc(Cl)cc2[nH]1)c1ccc2c(c1)OCO2 | i | i | i | -7 | i | i | · | -3 | -1 | i | i
CCOc1ccc(/C=C\C(C)=N\O)cc1 | i | i | i | -8 | i | i | · | 4 | -2 | i | i
Cc1[nH]n(-c2ccccc2)c(=O)c1CCO | i | i | i | 0 | i | i | -1 | 4 | 2 | i | i

Complete entries, looked up by structure. Screens in order: KCNQ1 act | RGS4 pot | KCNK9 block | hERG rescue | KCNK3 inh | PolyA inhibitor | DYRK1A inh | GSK3 alpha inh | GSK3B inh | RGS4 block | KCNQ1 inh
Entry for Cc1ccc(Nc2cccc(C(F)(F)F)c2)nn1 : i | i | i | -8 | i | i | 4 | -1 | -3 | i | i
Entry for Cc1ccc2occ(C(c3nnnn3C3CCCC3)N3CCN(C(=O)c4ccco4)CC3)c(=O)c2c1 (configuration not stated) : i | i | i | -9 | i | i | · | -1 | -1 | i | i

Another view of four compounds above.
Order of values – KCNQ1 act, RGS4 pot, KCNK9 block, hERG rescue, KCNK3 inh, PolyA inhibitor, DYRK1A inh, GSK3 alpha inh, GSK3B inh, RGS4 block, KCNQ1 inh
> CCCCN(C)C(=O)c1cn(CC)c2ccc(S(=O)(=O)N(C)C)cc2c1=O
  i, i, i, -11, i, i, 12, -3, -1, i, i
> CC(C)(C)NC(=O)C(c1cccs1)N(C(=O)c1csnn1)c1cccc(F)c1 (configuration not stated)
  i, i, i, -7, i, i, -4, -2, -1, i, i
> COCC(=O)Nc1ccc(S(=O)(=O)N2CCCC2)cc1
  i, i, i, -2, i, i, -5, 0, 2, i, i
> Nc1nccnc1C(=O)OCc1nc2sc3c(c2c(=O)[nH]1)CCCC3
  i, i, i, -17, i, i, ·, -1, 3, i, i

(list continues)
SMILES | KCNQ1 act | RGS4 pot | KCNK9 block | hERG rescue | KCNK3 inh | PolyA inhibitor | DYRK1A inh | GSK3 alpha inh | GSK3B inh | RGS4 block | KCNQ1 inh
O=C(c1ccc2ccccc2c1)N1CCN(c2ccc([N+](=O)[O-])c(N3CCOCC3)c2)CC1 | i | i | i | -2 | i | i | · | -1 | -3 | i | i
CCCOc1ccc(/C=N/Nc2ccccc2[N+](=O)[O-])c(OCCC)c1 | i | i | i | -2 | i | i | -4 | -3 | -1 | i | i
CCc1cccc(CC)c1N(COC)C(=O)Cn1ccccc1=N | i | i | i | -12 | i | i | -5 | -5 | 0 | i | i
O=C(Nc1ccc2nc3n(c(=O)c2c1)CCCC3)c1cccc(F)c1 | i | i | i | -12 | i | i | -1 | 0 | 1 | i | i
Cn1c(=O)oc2cc(S(=O)(=O)N3CCCC(C(=O)Nc4ccccn4)C3)ccc21 (configuration not stated) | i | i | i | -15 | i | i | 0 | -1 | -2 | i | i
COc1ccc(NC(=O)c2sc3nc(-c4cccnc4)ccc3c2N)cc1OC | i | i | i | -10 | i | i | -5 | -2 | 1 | i | i
COc1ccc(NC(=O)CN(C)S(=O)(=O)c2ccc3c(c2)n(C)c(=O)c(=O)n3C)cc1 | i | i | i | -3 | i | i | -1 | 1 | 1 | i | i
COc1ccc(-c2onc(C)c2-c2cnn(-c3ccccc3)c2)c(O)c1C | i | i | i | -10 | i | i | 0 | 0 | 4 | i | 6*
CCCCCCCCCCCCS(=O)(=O)CCC(=O)O | i | i | i | -7 | i | i | -6 | -3 | 3 | i | i
Cc1ccnc(SCC(=O)N2CCCc3ccccc32)n1 | i | i | i | -15 | i | i | -1 | -1 | -2 | i | i
O=C(CN(Cc1ccco1)C(=O)CNS(=O)(=O)c1ccc(F)cc1)NCc1ccc(F)cc1 | i | i | i | -8 | i | i | -4 | -1 | 0 | i | i
Cc1ccc(S(=O)(=O)N2CCN(C(=O)CCn3nc(C)c(C)c3C)CC2)cc1C | i | i | i | -7 | i | i | -12 | -1 | · | i | i
O=C(CCl)Nc1cccc(-c2cnc3ccccc3n2)c1 | i | i | i | -15 | i | i | 8 | 2 | -9 | i | i
COc1cc2[nH]c3ccccc3c2cc1C | i | i | i | -2 | i | i | 0 | -1 | -6 | i | i
O=C(COC(=O)C1CC(=O)N(Cc2ccco2)C1)c1ccc(OC(=O)c2ccco2)cc1 (configuration not stated) | i | i | i | -12 | i | i | -4 | 0 | 1 | i | i
O=C(O)CCc1nc2ccccc2c(=O)[nH]1 | i | i | i | -5 | i | i | 3 | 0 | 0 | i | i

Screens as filed in PubChem.
